Compound activity deposited in PubChem BioAssay by Johns Hopkins Ion Channel Center.
ANO1 activ = activators or potentiators of mouse TMEM16A chloride channel; hit rate 0.3% among 340,000; Q8BHY3; AID 623877; B-score at 10 µM; HEK293 TMEM16A/YFP-H148Q/I152L, iodide quench fluorescence; hits give low values;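 active = fluorescence-ratio B-score plate-corrected deviation score at least 3 library SD below zero, with starting fluorescence score within 5 deviations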;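 also: channel opened by trigger with iodide after compound preincubation; score built on the fluorescence ratio of max minus min over baseline; more negative score means more quench and so TMEM16A activation or potentiation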
Calls only; i = inactive. An excerpt (hit frequency here may not be typical).

canonical_smiles	ANO1 activ
CCN1CCN(c2ccc(NC(=O)c3ccc(Cl)c(S(=O)(=O)N4CCCC4)c3)cc2)CC1	i
COc1ccc(Cl)cc1NC(=O)CN(C)C(=O)CN1C(=O)NC(C)(C)C1=O	i
O=C(c1ccncc1)N1CCN(S(=O)(=O)c2ccccc2Br)CC1	i
COc1ccccc1OCCNC(=O)c1cc(C2CC2)nc2c1cnn2C(C)C	i
COc1cccc(C(=O)OCC(=O)NCc2ccc3c(c2)OCO3)c1OC	i
CC1CCCN(CC(=O)NC(=O)NC2CCCCC2)C1 (centres undefined)	i
CN(C(=O)Cn1nnc(-c2ccc(F)cc2)n1)C1CCS(=O)(=O)C1 (centres undefined)	i
COc1ccc2c(c1)C(=O)CC(c1ccccc1)O2 (centres undefined)	i
CC(=O)Nc1ccc(S(=O)(=O)Nc2nc(C)nc3sc(C)c(C)c23)cc1	i
CC1CCCN(C(=O)Cn2c(=O)oc3cc(S(=O)(=O)N4CCCCC4C)ccc32)C1 (centres undefined)	i
c1cc2c3c(cccc3c1)NC1(CCCC1)N2	i
O=C(CCCn1c(=O)[nH]c2cc(Cl)ccc2c1=O)N1CCN(c2ccc([N+](=O)[O-])cc2)CC1	i
CN(C(=O)COC(=O)CNC(=O)C1CCCCC1)c1ccccc1	i
Cc1ccccc1C(=O)NNC(=O)C1CC(=O)N(c2ccc3c(c2)OCCO3)C1 (centres undefined)	i
O=C(COC(=O)/C=C/c1ccco1)NCCN1C(=O)CSC1=O	i
CN(C)c1cccc(C(=O)OCC(=O)NC(=O)NCc2ccccc2)c1	i
CCN(CC(=O)Nc1c(Cl)cccc1Cl)C(=O)C1CCN(c2ncnc3sc(C)c(C)c23)CC1	i
COc1ccc(CC(=O)OCC(=O)Nc2ccc(Cl)cc2C)cc1	i
CNc1ccc(S(=O)(=O)NCC(=O)OC(C)C(=O)N(C)Cc2ccccc2)cc1[N+](=O)[O-] (centres undefined)	i
Cc1cc(O)c2c(c1)CC1C3CCC4CC(=O)CCC4(C)C3CC(=O)C21C (centres undefined)	i
Cc1ccc(S(=O)(=O)NN=C2CC3CCC2(C)C3(C)C)cc1 (centres undefined)	i
O=C(COC(=O)c1ccc(S(=O)(=O)N2CCCC2)cc1)Nc1cccc(F)c1	i
COc1ccc(C(=O)C(C)OC(=O)c2nc3nccc(C)n3n2)cc1 (centres undefined)	i
O=S(=O)(/C(=C\c1ccc(C(F)(F)F)cc1)c1nc2ccccc2[nH]1)c1ccccc1	i
COCCNC(=O)C(c1ccc(F)cc1)N(CC1CCCO1)C(=O)CCC(=O)Nc1ccccn1 (centres undefined)	i
COc1ccc(NS(=O)(=O)c2cccc(C(=O)NNC(=O)c3ccc(C)o3)c2)cc1	i
COc1ccc(OC)c(C(=O)COC(=O)c2[nH]c(C)c(C(C)=O)c2C)c1	i
O=C(COC(=O)CNC(=O)c1ccc(Cl)cc1Cl)NNC(=O)c1ccccc1	i
COc1ccc(C2CC(=O)c3cc(OC)ccc3O2)cc1 (centres undefined)	i
COc1cc(C)c(C2NC(=O)c3ccccc3N2)cc1C (centres undefined)	i
CCN(Cc1nc2ccccc2c(=O)[nH]1)C(=O)c1cc2c(s1)CCCCC2	i
NS(=O)(=O)c1cccc(NC(=O)CSc2n[nH]c(-c3cccs3)n2)c1	i
O=S(=O)(O)c1cc(O)c(N=Nc2ccc(O)cc2O)c2ccccc12	i
COc1ccc([N+](=O)[O-])cc1NS(=O)(=O)c1cc(C(=O)NCc2cccnc2)ccc1Cl	i
Fc1ccc2cc(-c3cccnc3)ncc2c1	i
O=C(NCCOc1ccccc1)c1ccc2n[nH]nc2c1	i
O=C(OCc1cc(Cl)cc2c1OCOC2)c1cccnc1Cl	i
Cc1cnc(C=NNC(N)=S)c2cccc(N)c12	i
CCN1C[C@@H]2[C@@H]3C(=O)N(Cc4ccccc4)C(=O)[C@@H]3[C@](C)(C1=O)N2C(=O)c1ccccc1	i
CCC1(c2ccc(Cl)cc2)NC(=O)N(CC(=O)NC2CCCC(C)C2C)C1=O (centres undefined)	i
CC(=O)c1ccc(N(CC(=O)Nc2cc(C)on2)S(=O)(=O)c2ccc(C)cc2)cc1	i
C=CCOc1ccc2c3c(c(=O)oc2c1)CCCC3	i
NC(=O)c1nc[nH]c1C(=O)Nc1cccc(NC(=O)c2cccc(C(F)(F)F)c2)c1	i
CC(C)(C)OC(=O)Nc1ccc([C@@H](NC(=O)OC(C)(C)C)C(=O)OC(C)(C)C)cc1	i
COc1ccc(S(=O)(=O)N(C)C[C@H]2Oc3ccc(NC(=O)Nc4ccc5c(c4)OCO5)cc3CC(=O)N([C@@H](C)CO)C[C@@H]2C)cc1	i
O=C(CCN1CCC2CCC(C2)C1)c1ccc(F)cc1 (centres undefined)	i
COC(=O)c1cccc(NC(=O)CCN2C(=O)C3CC=CCC3C2=O)c1 (centres undefined)	i
Cc1ccc(C(=O)Nc2ccccc2N2CCOCC2)cc1S(=O)(=O)N1CCOCC1	i
Cc1ccc(NC(=O)CCNC(=O)c2ccccc2Cl)cc1S(=O)(=O)N1CCCCCC1	i
CCOC(=O)NC1CCc2cc(OC)c(OC)c(OC)c2-c2ccc(OC)c(=O)cc21 (centres undefined)	i

Additional compounds
canonical_smiles	ANO1 activ
CCCCOCCOCCOCCCC	i
CC(=O)c1sc(NC(=O)C2CCCN2S(=O)(=O)c2ccccc2F)nc1C (centres undefined)	i
CCN(C(=O)COC(=O)C12CC3CC(CC(NC(C)=O)(C3)C1)C2)C1CCCCC1	i
O=C(Nc1ccccc1N1CCOCC1)c1ccc(N2CCCC2=O)cc1	i
CCOC(=O)[C@H]1[C@H]2COc3cc(OC)ccc3[C@@H]2N2C(=O)CN(Cc3ccc(C)cc3)C(=O)[C@@]12C	i
CCN(CC)S(=O)(=O)c1cc(NC(=O)CCc2c(C)noc2C)ccc1C	i
Cc1cccn2c(=O)c3cc(C(=O)N4CCCCC4C)sc3nc12 (centres undefined)	i
O=C(O)c1cccc2c1-c1ccc(Cl)cc1C2	i
COc1ccc(-c2nc(CC(=O)Nc3cccc(S(=O)(=O)NC4=NCCC4)c3)cs2)cc1	i
COc1ccc(C(CNC(=O)COc2ccccc2C)N2CCCCC2)cc1 (centres undefined)	i
Cc1ccc(C(=O)NCCc2ccccc2)cc1S(=O)(=O)N1CCOCC1	i
CC(=O)Nc1oc(-c2cccc3ccccc23)nc1C#N	i
COc1ccc(NC(=O)COC(=O)Cc2c[nH]c3ccccc23)cc1Cl	i
Cc1nc2ccc(NS(=O)(=O)c3c(F)cc(F)cc3Br)cc2s1	i
Cc1ccc(C(=O)OCC(=O)N2CCCc3ccccc32)cc1C	i
CCCN(CC(=O)Nc1cc(Cl)ccc1Cl)C(=O)c1ccccn1	i
CSc1ncccc1C(=O)OCC(=O)NCCc1ccccc1	i
CN(CC(=O)Nc1ccc(OC(F)(F)F)cc1)C(=O)/C=C/c1cc2c(cc1[N+](=O)[O-])OCO2	i
Cc1ccc(-c2nc(COC(=O)C3=NN(c4ccccc4)C(=O)CC3)cs2)cc1	i
CN1CCCC1CCOC(C)(c1ccccc1)c1ccc(Cl)cc1 (centres undefined)	i

Ordered by heavy-atom count (lowest first): 3 of the compounds above
canonical_smiles	ANO1 activ
Cc1nc2ccc(NS(=O)(=O)c3c(F)cc(F)cc3Br)cc2s1	i
Cc1ccc(C(=O)OCC(=O)N2CCCc3ccccc32)cc1C	i
Cc1ccc(C(=O)NCCc2ccccc2)cc1S(=O)(=O)N1CCOCC1	i

Next compounds follow.
canonical_smiles	ANO1 activ
Cc1cc(=O)[nH]c(NN=Cc2c(Cl)cccc2Cl)n1	i
COc1ccc2c(C)cc(=O)oc2c1	i
NC(=O)C1CN(C(=O)c2nn(Cc3ccccc3)c(=O)c3ccccc23)c2ccccc2O1 (centres undefined)	i
Cc1noc(C)c1COc1ccc(C(=O)N2CC(C)CC(C)C2)cc1 (centres undefined)	i
CCN(CC(=O)Nc1c(F)cccc1F)C(=O)Cc1ccc(S(=O)(=O)N2CCOCC2)s1	i
CC(C)(C)NC(=O)[C@]1(C)CCC[C@@]2(C)C3CC[C@@]4(C)C[C@]3(CCC21)CC4=O (some centres undefined)	i
CCCn1c(SCC(=O)c2cc(C)n(-c3cc(C)on3)c2C)n[nH]c1=O	i
Cc1ccc(S(=O)(=O)N(C)c2ccc(OC(=O)COc3ccccc3)cc2)cc1	i
O=C(CSc1nc2ccccc2c(=O)n1-c1ccccc1F)N1CCOCC1	i
CC(OC(=O)C1CC1C)C(=O)Nc1ccc(Cl)cn1 (centres undefined)	i
O=C(CN1C(=O)NC2(CCOc3ccccc32)C1=O)c1cccs1 (centres undefined)	i
C=CC(=O)Nc1ccc(CN2C(=O)N(c3c(Cl)c(OC)cc(OC)c3Cl)Cc3cnc(NCCCCN(CC)CC)nc32)cc1	i
O=C(C1CC(=O)N(c2ccccc2F)C1)N1CCOCC1 (centres undefined)	i
Cc1ccccc1NC(=O)Cc1nc(COC(=O)c2nc(Cl)ccc2Cl)cs1	i
O=C1C=C(NS(=O)(=O)c2ccccc2)C(=O)c2ccccc21	i
Nc1nc(SCc2ccccn2)c2ncn(C3OC(CO)C(O)C3O)c2n1 (centres undefined)	i
CCOC(=O)C1=C(C)NC(C)=C(C(=O)OCC)C1C(=O)OCC(=O)N1CCOCC1	i
O=C(CCC(=O)c1ccc(F)cc1)NCC1(N2CCCCC2)CCCCC1	i
COc1cccc(/C=N/NC(=O)CN(C)S(=O)(=O)c2ccccc2)c1OC	i
Cc1ccc(C(C)C)c(OCC(=O)N2CCN(c3ncccn3)CC2)c1	i
Cc1ccc(C2=CC(=O)C[C@H](c3ccc4c(c3)OCO4)C2)cc1	i
CCOC(=O)C1=C(COC(=O)CC(C)c2ccccc2)NC(=O)NC1C (centres undefined)	i
O=C(COc1ccc(F)cc1)NCC1(N2CCCCC2)CCCCC1	i
CC(=O)Nc1ccc(C(=O)N2CCN(S(=O)(=O)c3ccc4c(c3)OCCCO4)CC2)cc1	i
Cc1ccc(C(C)C)c(OCC(=O)OCC(=O)c2c(N)n(C)c(=O)n(C)c2=O)c1	i
CC(=O)Nc1ccc(NC(=O)COC(=O)Cn2cnc3ccccc32)cc1	i
Nc1[nH]n(-c2c(Cl)cc(Cl)cc2Cl)c(=O)c1N=Nc1ccc(S(=O)(=O)Nc2ncccn2)cc1	i
CS(=O)(=O)c1ccc(NS(=O)(=O)c2ccc(Cl)c(C(=O)NC3=NCCS3)c2)cc1	i
Cc1ccnc(NC(=O)c2cccc(NC(=O)c3ccc(Cl)c(Cl)c3)c2)c1	i
O=C(O)CCC1(C(=O)O)CCC(=O)c2ccccc21 (centres undefined)	i
COc1ccc(C=NNC(=O)CCCC(=O)NN=Cc2ccc(OC)c(OC)c2)cc1OC	i
Clc1ccc2c(SCC3CO3)c3ccccc3nc2c1 (centres undefined)	i
COc1ccc(C)cc1NC(=O)CSc1cccc[n+]1[O-]	i
COc1ccc(-c2cc(C(F)(F)F)nc(S(=O)(=O)CCCC(=O)Nc3cccnc3Cl)n2)cc1OC	i
COc1ccc(OC)c(NC(=O)CN2C(=O)C(=O)N(Cc3ccccc3)C2=O)c1	i
Cc1cccc(C)c1NC(=O)CN(C)C(=O)[C@H](C)NC(=O)c1ccco1	i
COc1ccc([C@H]2CC(=O)C=C(c3cccc(OC)c3)C2)cc1	i
CCOc1ccc(C(=O)NCC(c2cccs2)N2CCOCC2)cc1 (centres undefined)	i
COc1ccc(OC)c(NC(=O)COC(=O)CCCN=C2NS(=O)(=O)c3ccccc32)c1	i
COc1ccc(CCNC(=O)CSCC(=O)Nc2cc(S(C)(=O)=O)ccc2Cl)cc1	i

Rewritten with values ahead of the structure: part of the list above
| ANO1 activ | molecule |
| --- | --- |
| i | COc1ccc(C)cc1NC(=O)CSc1cccc[n+]1[O-] |
| i | CCOc1ccc(C(=O)NCC(c2cccs2)N2CCOCC2)cc1 (centres undefined) |
| i | COc1ccc(CCNC(=O)CSCC(=O)Nc2cc(S(C)(=O)=O)ccc2Cl)cc1 |
| i | COc1ccc(C=NNC(=O)CCCC(=O)NN=Cc2ccc(OC)c(OC)c2)cc1OC |
| i | COc1ccc(OC)c(NC(=O)CN2C(=O)C(=O)N(Cc3ccccc3)C2=O)c1 |

Additional entries follow:
canonical_smiles	ANO1 activ
O=C(COc1ccc(Br)cc1)NNC(=O)Cc1ccc(S(=O)(=O)N2CCOCC2)s1	i
CC1(C)CC2C1CCC1(O)CC2(C)CCC1N(O)c1ccc(C(=O)NCCO)cn1 (centres undefined)	i
COc1ccc2c(c1)OC[C@H]1[C@H]2N2C(=O)CN(Cc3ccc(C)cc3)C(=O)[C@@]2(C)[C@H]1c1ccccc1	i
O=C(COC(=O)c1cccnc1Cl)NC1CCCc2ccccc21 (centres undefined)	i
NS(=O)(=O)c1ccc(CCNC(=O)CCNS(=O)(=O)c2ccccc2C(F)(F)F)cc1	i
COc1cccc(N2CCN(CC(=O)Nc3ccc(S(=O)(=O)N4CCCCCC4)cc3)CC2)c1	i
COc1cc(-c2cccc([C@H]3[C@@H]4C=CC[C@@H](C)[C@@H]4C(=O)N3Cc3ccccc3)c2)cc(OC)c1OC	i
O=C(CN1C(=O)NC2(CCCCCC2)C1=O)NCc1ccccc1Cl	i
C[C@H](NC(=O)c1ccc(Cl)cc1)C(=O)NNC(=O)c1cccs1	i
O=C(CN1C(=O)S/C(=C/c2cccs2)C1=O)N1CCCC1	i
Cc1sc2nc(SCC(=O)Nc3cccc(S(N)(=O)=O)c3)[nH]c(=O)c2c1C	i
Cc1cc(=O)c(C(=O)Nc2ccc(N3CCOCC3)cc2N2CCOCC2)nn1-c1ccccc1Cl	i
O=C(NCc1ccccc1CN1CCCC1)C1CCN(C(=O)c2ccc(F)cc2)CC1	i
